DNMT1 inh: blocks human DNA methyltransferase DNMT1 | AID 588458 | actives 0.83% (n = 360,000) | DNMT1 molecular beacon, Hinp1I cleavage, fluorescence | inhibition (reported as % activation of signal), % at 10 µM | P26358; in the data active = inhibition above about 50%
Rpn11 block: inhibitors of human proteasome Rpn11 | O00487 | calls only at 20 µM | AID 588493 | actives 0.59% (n = 360,000) | human 26S proteasome, Ub4-pepOG fluorescence polarization; 20S core pre-blocked with epoxomicin;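 active = inhibition at 20 µM, scaled to each plate's controls, above about 33%, limit read from the data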
LMPTP inh: LMPTP (human) inhibition; recombinant LMPTP-A, OMFP fluorogenic substrate, fluorescence intensity; inhibition, % at 20 µM; actives 0.22% (n = 360,000); AID 651560;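 active = compounds that cut the enzyme signal by at least half of the control window in the single-dose screen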;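 also: plate controls were DMSO wells with enzyme plus substrate for no effect and substrate without enzyme for full effect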
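Test system – LMPTP-A phosphatase enzyme · Quantity – 0.625 nM LMPTP-A final · Reagent – OMFP substrate, 400 µM final · Dosing – one test concentration per compound, 20 µM, with 3% DMSO overall · Timing – 50 min enzyme reaction at room temperature, protected from light · Detection – fluorescence intensity · Controls – substrate-only low control, DMSO enzyme-plus-substrate high control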
NadD inh: NadD (S. aureus) enzyme inhibition. actives 0.78% (n = 360,000). inhibition, % at 20 µM. purified NadD enzyme, colorimetric absorbance read-out; in the data active = inhibition above about 26%; also: some compounds past the cut are filed as inactive
STEP block: blocks human striatal-enriched tyrosine phosphatase | P54829 | recombinant STEP, OMFP fluorogenic substrate, fluorescence | inhibition, % at 20 µM | actives 0.25% (n = 360,000);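 active = inhibition at 20 µM, scaled per plate between control wells, above about 37%, limit read from the data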;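 also: 0% = DMSO with enzyme and substrate and 100% = substrate only without enzyme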
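Assay system: isolated STEP enzyme / Timing: 20 min at room temperature, dark / Doses: 20 µM, 1% DMSO / Technique: fluorescence intensity, excitation 480 nm, emission 540 nm / Reagent: fluorogenic phosphatase substrate OMFP at 25 µM final / Measure: percent inhibition scaled to no-enzyme and uninhibited-enzyme controls, plate-pattern corrected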
SKN-1 block: blocks SKN-1 activity in C. elegans. inhibition, % at 21.8 µM. AID 624304. actives 0.49% (n = 360,000). C. elegans VP596 Pgst-4::GFP/RFP ratio, acrylamide-induced, 24 h;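 active = interference check ratio from 0.5 to 1.5 plus GFP to RFP signal ratio inhibition reaching or exceeding a fixed threshold, cut at about 30% in these data, passing the limit was not always enough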; also: some compounds called inactive have numbers as strong as hits
SUMO1-SIM PPI: SUMO1-SIM interaction modulation. SUMO1 binding to a labelled peptide, TR-FRET, 1 h. P63165. actives 0.33% (n = 360,000). inhibition, % at 20 µM; in the data active = inhibition above about 37%
Target sequence (P63165 whole entry, looked up): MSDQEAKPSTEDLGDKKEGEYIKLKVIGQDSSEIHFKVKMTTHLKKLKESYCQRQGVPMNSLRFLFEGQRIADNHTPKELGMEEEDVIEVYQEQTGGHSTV
MT1-MMP act inh: MT1-MMP (human) activation inhibition. P50281. HT1080 RFP-PRO-GFP cells, GFP/RFP ratio fluorescence, overnight; percent of plate control window, DMSO zero. GFP/RFP ratio change, % at 20 µM. actives 0.061% (n = 360,000);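 active = GFP/RFP ratio change of at least 30% with cell ATP level not reduced by more than half and red fluorescence within 50% of control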; also: strong numbers were not always called active
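Test system: HT1080 cells expressing an RFP-PRO-GFP fluorescent reporter construct / Compound dosing: single-point 20 µM compound, 1% DMSO / Schedule: cells overnight before dosing, compound overnight, 37 °C, 5% CO2 / Evaluation: GFP/RFP fluorescence ratio / Control set: DMSO and RFP-L50D-GFP cell wells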
NRP1-CendR mod: modulators of CendR peptide binding to human neuropilin-1 | O14786 | FAM-RPARPAR peptide binding to NRP-1, fluorescence polarization | inhibition, % at 25 µM | actives 0.85% (n = 360,000) | AID 602438;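 active = inhibition or corrected inhibition above about 18%, plus a signal ratio from 0.5 to 1.5, limit read from the data, passing the limit was not always enough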; also: strong numbers were not always called active
Target sequence (O14786 whole entry, looked up): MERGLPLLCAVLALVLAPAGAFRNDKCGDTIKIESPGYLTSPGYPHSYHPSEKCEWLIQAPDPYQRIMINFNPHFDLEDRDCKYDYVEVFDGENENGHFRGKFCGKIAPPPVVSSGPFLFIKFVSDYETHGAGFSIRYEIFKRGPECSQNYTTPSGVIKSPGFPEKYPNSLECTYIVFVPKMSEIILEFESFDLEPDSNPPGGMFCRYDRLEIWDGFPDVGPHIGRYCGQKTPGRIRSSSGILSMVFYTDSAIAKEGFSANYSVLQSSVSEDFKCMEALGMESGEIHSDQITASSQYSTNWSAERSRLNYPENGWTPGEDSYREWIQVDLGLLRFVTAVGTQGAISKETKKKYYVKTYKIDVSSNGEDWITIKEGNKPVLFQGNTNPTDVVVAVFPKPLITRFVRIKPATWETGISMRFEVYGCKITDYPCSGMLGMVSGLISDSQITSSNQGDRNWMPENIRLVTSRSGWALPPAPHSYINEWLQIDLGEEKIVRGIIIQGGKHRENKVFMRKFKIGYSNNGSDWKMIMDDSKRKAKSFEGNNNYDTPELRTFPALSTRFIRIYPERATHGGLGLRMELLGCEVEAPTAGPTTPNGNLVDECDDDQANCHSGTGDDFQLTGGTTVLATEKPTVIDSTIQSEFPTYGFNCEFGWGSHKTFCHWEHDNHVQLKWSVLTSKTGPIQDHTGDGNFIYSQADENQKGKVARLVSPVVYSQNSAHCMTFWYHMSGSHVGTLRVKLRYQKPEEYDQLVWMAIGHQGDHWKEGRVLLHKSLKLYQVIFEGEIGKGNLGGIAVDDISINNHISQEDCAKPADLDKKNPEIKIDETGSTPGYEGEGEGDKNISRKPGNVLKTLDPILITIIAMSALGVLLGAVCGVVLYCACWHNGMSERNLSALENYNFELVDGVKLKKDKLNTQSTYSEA
Scp1 inh: blocks human Scp-1 phosphatase activity | inhibition, % at 20 µM | actives 0.88% (n = 340,000) | Recombinant Scp1, phosphopeptide, malachite green phosphate absorbance | Q9GZU7;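 active = inhibition above about 50% at 20 µM, limit read from the data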;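 also: plate controls were DMSO wells with enzyme for no effect and wells lacking enzyme for full effect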
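Test system: SCP-1 phosphatase catalytic domain, residues 76-261; measured by: colorimetric phosphate reagent with accelerator and stabiliser, absorbance at 630 nm; timing: enzyme reaction 45 min at room temperature, colour 5 min, stabilisation 30 min; also added: Phosphorylated 17-residue peptide substrate; compound dosing: one concentration, 20 µM, with 1.0% DMSO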
* hit, by the source's call; i = inactive; nt = not tested or not shown; + = active, no number.

SMILES | DNMT1 inh | Rpn11 block | LMPTP inh | NadD inh | STEP block | SKN-1 block | SUMO1-SIM PPI | MT1-MMP act inh | NRP1-CendR mod | Scp1 inh
Cc1ccc(NC(=O)CN2C(=O)c3ccccc3C2=O)nc1 | -5 | i | -0.4 | -2 | -1 | -1 | 0 | -1 | 1 | -3
COc1cccc(CNC(=O)C2CCCN2S(=O)(=O)c2ccc3c(c2)C(C)(C)C(=O)N3C)c1 (stereo not drawn) | 7 | i | -0.9 | 3 | -2 | 5 | 0 | 0 | -9 | -9
Cc1nc2c3ccccc3n(Cc3ccccc3F)c2s1 | 0 | i | 2.5 | -1 | 0 | 12 | 1 | -1 | -2 | -2
Cc1ccc(S(=O)(=O)N2CCOCC2)cc1C(=O)NC(=S)N1CC(C)OC(C)C1 (stereo not drawn) | 0 | i | 0.8 | -3 | -2 | 8 | -3 | 6 | 5 | -4
CCCCC1CCC(C(=O)Nc2ccccc2)CC1 (stereo not drawn) | 2 | i | -0.7 | -7 | 0 | 17 | -2 | 3 | -4 | -6
CCc1ccc(N2C(=O)c3sc4nnc(-c5ccccc5)c(=O)n4c3C2=O)cc1 | 12 | i | -2.5 | 20 | 0 | 26 | -12 | -2 | 2 | -8
Cc1cc(C#Cc2c(-c3ccccc3)n(C)c3ccccc23)ccc1F | 11 | i | 0.9 | 4 | -1 | 5 | -3 | -3 | -42 | -1
CC(=O)O[C@H]1[C@H](C)OC=C[C@@H]1OC(C)=O | 5 | i | -0.5 | 3 | -1 | 28 | -1 | 1 | 14 | -8
O=C(O)C1CC=CCC1C(=O)NNc1ccccc1 (stereo not drawn) | 1 | i | 0.6 | 3 | -4 | -9 | 0 | 3 | 2 | -9
Cc1ccc(C(=O)Nc2ccc(NC(=O)c3cccs3)cc2)c(C)c1 | 7 | i | -2.9 | 0 | -3 | 4 | 11 | 1 | 2 | -5
COc1cc(C(=O)Nc2ccccc2NC(=O)c2cc(OC)c(OC)c(OC)c2)cc(OC)c1OC | -2 | i | 1.8 | -3 | 2 | -16 | 1 | 2 | 6 | -1
CCCn1c(=O)[nH]c(=O)c2c1nc(-c1cccs1)n2CCOC | 7 | i | -0.9 | -3 | -3 | -10 | 0 | 1 | -11 | -2

2 of the compounds above, with two lines to a compound.
Below each compound – DNMT1 inh, Rpn11 block, LMPTP inh, NadD inh, STEP block, SKN-1 block, SUMO1-SIM PPI, MT1-MMP act inh, NRP1-CendR mod, Scp1 inh
Cc1nc2c3ccccc3n(Cc3ccccc3F)c2s1
 : 0, i, 2.5, -1, 0, 12, 1, -1, -2, -2
Cc1ccc(S(=O)(=O)N2CCOCC2)cc1C(=O)NC(=S)N1CC(C)OC(C)C1 (stereo not drawn)
 : 0, i, 0.8, -3, -2, 8, -3, 6, 5, -4

The list goes on.
SMILES | DNMT1 inh | Rpn11 block | LMPTP inh | NadD inh | STEP block | SKN-1 block | SUMO1-SIM PPI | MT1-MMP act inh | NRP1-CendR mod | Scp1 inh
CC1CCN(S(=O)(=O)c2ccc(S(=O)(=O)NCC(=O)C(C)(C)C)cc2)CC1 | 7 | i | -0.6 | 3 | 0 | 11 | -1 | -4 | 6 | 2
O=c1[nH]c2cc3c(cc2cc1CN(CCO)S(=O)(=O)c1ccccc1Cl)OCCO3 | -2 | i | -0.1 | -1 | 1 | 0 | 3 | 6 | 3 | 0
Cc1cc(NC(=O)CN2C(=O)CC(c3ccco3)Sc3ccccc32)no1 (stereo not drawn) | 8 | i | 0.6 | 9 | 4 | 4 | 5 | 0 | -6 | 3
O=C(O)c1cccnc1C(=O)O | 15 | i | -2.1 | -2 | -1 | 3 | 5 | 1 | -8 | 1
COc1ncc(-c2ccc(N3C(c4ccsc4)=Cc4ccc(F)cc4C3CC(C)=O)cc2)cn1 (stereo not drawn) | nt | nt | 2.1 | 25 | nt | 7 | -5 | -5 | -6 | nt
CCc1nnc(NC(=O)C2CC(=O)N(CCc3ccccc3)C2)s1 (stereo not drawn) | 0 | i | -0.1 | -1 | 0 | 8 | 0 | -5 | 3 | 0
C(=N\C(/N=C/c1ccco1)c1ccco1)/c1ccco1 | 71* | i | 0.5 | 3 | 0 | 25 | 14 | -3 | -10 | 3
COc1cc(C=C(c2nc3ccccc3s2)c2nc3ccccc3s2)cc(OC)c1O | -32 | i | 2.3 | 25 | -2 | 18 | -9 | 8 | -71 | -10
CCC(CC)=C(C#N)C(=O)NC1CCCCC1 | 2 | i | -1.9 | 1 | -1 | 5 | 2 | 1 | -4 | -4
CCNC(=O)C1Cc2cc(S(=O)(=O)N3CCCC3)ccc2N1C(C)=O (stereo not drawn) | -1 | i | -0.4 | -2 | -2 | -3 | 2 | 2 | 21 | -6
CNS(=O)(=O)c1ccc(NC(=O)C2c3ccccc3Oc3ccccc32)cc1 | 0 | i | -0.3 | 1 | 0 | 3 | 2 | 8 | 11 | -8
OCC1(Cc2ccccc2)CCN(Cc2cnc(-c3ccc(Cl)cc3)nc2)CC1 | -6 | i | 1.2 | -5 | 1 | 0 | 0 | -7 | 14 | -3

Look-ups from the results shown.
OCC1(Cc2ccccc2)CCN(Cc2cnc(-c3ccc(Cl)cc3)nc2)CC1 – NadD inh: -5
CC1CCN(S(=O)(=O)c2ccc(S(=O)(=O)NCC(=O)C(C)(C)C)cc2)CC1 – NadD inh: 3

Next records
SMILES | DNMT1 inh | Rpn11 block | LMPTP inh | NadD inh | STEP block | SKN-1 block | SUMO1-SIM PPI | MT1-MMP act inh | NRP1-CendR mod | Scp1 inh
Cc1cc(C)c(C)c(S(=O)(=O)N2CCC(C(=O)NCc3cccs3)CC2)c1C | -4 | i | -0.3 | -1 | 0 | 10 | 1 | -6 | -5 | nt
CC(=O)Oc1oc(-c2ccccc2)nc1C=Nc1ccccc1 | 6 | i | -2.2 | -6 | -3 | 7 | -2 | 0 | 2 | -4
O=C(OCc1ccc(F)cc1)c1cccnc1Cl | 0 | i | 0.0 | -4 | -2 | -4 | 5 | -2 | 0 | -9
COc1ccc(/C(N)=N/OC(=O)CN(C)S(=O)(=O)c2ccccc2)cc1 | -1 | i | 6.0 | -6 | 0 | 0 | 1 | 3 | 1 | -8
Cc1ccc2onc(CC(=O)O)c2c1 | 0 | i | -0.5 | 1 | 1 | -11 | -4 | 2 | 0 | -2
CCOc1ccccc1NC(=O)CCCn1cc([N+](=O)[O-])cn1 | 3 | i | -1.0 | -6 | -2 | -2 | -7 | 1 | -18 | -12
O=S(=O)(c1ccc(F)cc1)N1CCC2(CC1)OCCN2S(=O)(=O)c1cccs1 | 0 | i | 2.6 | -8 | 2 | 4 | -2 | -1 | -29 | -11
CSc1ccc(/C=C/C(=O)c2c(O)cc(C)oc2=O)cc1 | 4 | + | 1.6 | 2 | -1 | 9 | -3 | -28 | -51 | -11
CCOC(=O)c1c(CC(C)C)csc1/N=C/C1=C(O)CCCC1=O | -1 | i | 6.5 | -3 | 0 | 9 | -27 | -20 | -15 | -23
CCOC(=O)Cn1cc(C(=O)C(=O)N2CCOCC2)c2ccccc21 | 0 | i | -2.5 | -2 | -1 | 7 | -3 | 0 | 4 | -2
O=c1c(-n2cncn2)c[nH]n1-c1cccc(Cl)n1 | -2 | i | -0.3 | -2 | 3 | 9 | 18 | -5 | 18* | -5
Cc1ccc(C(=O)NCC(=O)OCC(=O)Nc2cccc(S(=O)(=O)N3CCCC3)c2)cc1C | -1 | i | 0.6 | -6 | 2 | -4 | 4 | -2 | -6 | -14

One compound at a time (already shown). Values in the order: DNMT1 inh | Rpn11 block | LMPTP inh | NadD inh | STEP block | SKN-1 block | SUMO1-SIM PPI | MT1-MMP act inh | NRP1-CendR mod | Scp1 inh
`Cc1nc2c3ccccc3n(Cc3ccccc3F)c2s1` is listed with 0 | i | 2.5 | -1 | 0 | 12 | 1 | -1 | -2 | -2
`COc1cc(C=C(c2nc3ccccc3s2)c2nc3ccccc3s2)cc(OC)c1O` is listed with -32 | i | 2.3 | 25 | -2 | 18 | -9 | 8 | -71 | -10

More records:
SMILES | DNMT1 inh | Rpn11 block | LMPTP inh | NadD inh | STEP block | SKN-1 block | SUMO1-SIM PPI | MT1-MMP act inh | NRP1-CendR mod | Scp1 inh
C=CCn1c(-c2ccc(OC)cc2)nc2ccccc21 | 1 | i | 3.7 | 8 | 4 | 5 | -1 | -8 | -2 | 1
O=C(NCc1ccco1)/C(=C/c1ccc(F)cc1)NC(=O)c1ccccc1 | 3 | i | -0.4 | -2 | -2 | 15 | -2 | 1 | -4 | -3
CN(C(=O)CSc1nnc2ccccn12)C1CCS(=O)(=O)C1 (stereo not drawn) | -1 | i | -3.5 | 1 | 3 | 10 | -1 | 0 | 13 | -2
O=C(/C=C/c1ccc(Cl)cc1Cl)NCCSCc1ccccc1 | -4 | i | 4.4 | 5 | 1 | 6 | -1 | 3 | 15 | -12
CC(=O)Nc1ccc(OCC(O)Cn2c3ccccc3c3ccccc32)cc1 (stereo not drawn) | -9 | i | -0.3 | -2 | -1 | 12 | -2 | -1 | -17 | -7
O=C(Cc1ccc(NC(=O)C2CCCN(C(=O)CCc3ccccc3)C2)cc1)Nc1cccc(C(=O)N2CCCCC2)c1 (stereo not drawn) | -1 | i | 1.5 | 3 | 2 | 8 | 4 | -2 | -11 | -14
Cc1ccccc1N/N=C/c1sc(=O)n(Cc2cccc(C(=O)O)c2)c1Cl | 1 | i | 4.1 | 5 | 0 | 5 | 15 | 0 | -51 | -27
O=C(NC1CCCCC1)C(c1cccs1)N(C(=O)c1ccco1)c1ccc2c(c1)OCCO2 (stereo not drawn) | -5 | i | -0.3 | 1 | 2 | 18 | -1 | 2 | -10 | 3
COc1ccc(S(=O)(=O)NCC(=O)N(CC(=O)NCC2CCCO2)c2ccccc2C)cc1 (stereo not drawn) | -3 | i | -1.1 | -3 | 0 | -23 | -3 | 6 | 2 | 0
CCCc1cc(N2CCN(C(=O)c3ccco3)CC2)n2c(nc3ccccc32)c1C#N | 8 | i | 1.3 | 15 | 2 | 20 | 4 | 11 | -15 | -2
CCc1c(C)[nH]c2c(C)cccc2c1=O | -1 | i | -1.5 | 5 | -17 | 2 | 0 | 7 | -15 | 1
O=C(O)CCn1c2ccccc2c2nc3ccccc3nc21 | 1 | i | -1.8 | -3 | -2 | 2 | -9 | 2 | 0 | 3

2 compounds from above, limited to Scp1 inh and LMPTP inh.
SMILES,Scp1 inh,LMPTP inh
COc1ccc(S(=O)(=O)NCC(=O)N(CC(=O)NCC2CCCO2)c2ccccc2C)cc1 (stereo not drawn),0,-1.1
CCCc1cc(N2CCN(C(=O)c3ccco3)CC2)n2c(nc3ccccc32)c1C#N,-2,1.3

Source: PubChem BioAssay
